PGC1a acetyl inh: PGC1a acetylation modulation, inhibitor mode; U2OS PGC1a acetylation, AlphaScreen anti-acetyl-lysine; with virally co-expressed GCN5 acetyltransferase; inhibition, % at 15.6 µM; hit rate 0.17% among 350,000; AID 651687;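 active means every replicate shows inhibition of at least 40%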;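 further: 0% = neutral control wells and 100% = positive control wells; some results beyond the cut were filed as inactive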
CFTR F508del cor: correctors of CFTR F508del function in bronchial epithelial cells | CFBE cells, YFP halide quenching; stimulated with forskolin plus potentiator P3; % fluorescence drop versus neutral controls | activity (quench increase), % at 7.58 µM | hit rate 0.36% among 350,000;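 active means mean added fluorescence quench of at least 8% versus neutral control, with both replicates also reaching 8%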;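 further: cells transiently co-express mutant CFTR-F508del with the halide-sensitive YFP; corrector assay measuring rescue of mutant channel to the surface after 24 h compound exposure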
FN deposit inh: fibronectin deposition inhibition; AH1F fibroblasts, Alexa488-fibronectin deposition fluorescence, overnight; inhibition, % at 12.6 µM; hit rate 0.086% among 350,000; AID 743247;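 active means mean inhibition across replicates of 30% or more, regardless of how many single replicates reach that level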;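 further: positive control wells lacked labelled fibronectin entirely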
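Assay system: AH1F fibroblast monolayer, labelled fibronectin deposition. Amount: 10000 cells per well. Also added: labelled fibronectin 24 nM. Compound: single-point pinned compound. Incubation: cell attachment 1 h, compound and FN exposure overnight. Detection: fluorescence after three HBSS washes, excitation 485 nm, emission 525 nm. Read-out: inhibition of fibronectin deposition signal.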
Cneo AK release: Cryptococcus neoformans lysis via adenylate kinase release; C. neoformans lysis, adenylate kinase release luminescence, 4 h; normalised: neutral wells 0, clomiphene wells 100; lysis activity, % at 15 µM; hit rate 0.2% among 360,000;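 active means mean lysis activity across replicates of at least 80%, whatever share of replicates individually reach that level; inactive means mean lysis activity below 80%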
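Material: C. neoformans cells; Schedule: 4 h static compound exposure, 37 °C, read 1 h post-reagent; Measured by: adenylate kinase release luminescence; Read-out: signal increase indicating cell lysis; Controls: Clomiphene as positive lysis control.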
INS-1E GSIS act: primary screen for activators of insulin secretion dependent on glucose, INS-1E cells, GLuc reporter luminescence; INS-1E GLuc reporter insulin secretion, 2-3 h; activation, % at 16.6 µM; hit rate 0.61% among 370,000;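 active means lowest replicate activation of at least 40%, so every replicate reaches that level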;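 further: 0% = median of neutral control wells and 100% = median of IBMX positive control wells; some compounds called inactive have numbers as strong as hits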
PglD inh: inhibitors of Campylobacter jejuni PglD acetyltransferase. purified PglD enzyme, DTNB colorimetric CoA detection. inhibition, % at 12.5 µM. AID 602405. hit rate 0.098% among 360,000; in the data active means inhibition above about 16%, passing the limit was not always enough; further: strong numbers were not always called active
miR-122 sensor: miR-122 inhibition in Huh7 cells; Huh7 miR-122 Renilla luciferase sensor, 48 h; neutral wells = 0, positive control = 100; activation (reporter increase), % at 12.5 µM; hit rate 0.3% among 340,000;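 active means mean replicate activation score at least 90 and every replicate individually at or above 90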;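 further: higher luciferase means less miR-122 activity so hits act as miR-122 inhibitors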
Statin myotox sup: suppressors of simvastatin-induced myotoxicity in C2C12 myotubes; ATP luminescence, 48 h; scaled: DMSO 0, geranylgeraniol control 100; rescue of ATP level, % at 7.49 µM; hit rate 0.78% among 330,000;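 active means mean ATP rescue above about 67%, or every replicate alone reaching that limit, limit read from the data, passing the limit was not always enough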;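 further: myotubes were challenged with 10 µM simvastatin during compound exposure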
* marks the source's active call; other numbers are inactive results; . = not tested or not shown; & = joins results of further samples; [ ] = another dose, or the depositor's remark. Not a hit list. Share with any hit: about 2.1%.

SMILES | PGC1a acetyl inh | CFTR F508del cor | FN deposit inh | Cneo AK release | INS-1E GSIS act | PglD inh | miR-122 sensor | Statin myotox sup
CC(C)CCNC(=O)CN(CCCN1CCOCC1)C(=O)Cn1nnc(-c2ccc(F)cc2)n1 | -3 | . | 4 | -2 | -11 | -1 | -2 | -11
C[C@H]1CCCCO[C@H](CN(C)C(=O)c2ccncc2)[C@@H](C)CN([C@@H](C)CO)C(=O)c2cc(NC(=O)Cc3ccccc3)ccc2O1 | 9 | 2.4 | -3 | 113* | -6 | -3 | 50[16.7 µM] | -16
CCC/C(=N/NC(=O)c1nnn(-c2nonc2N)c1CN1CCCCC1)c1ccccc1 | 1 | 0.0 | 8 | -1 | -4 | -3 | . | 0
COc1cc(C(=O)NC2CCCCC2)ccc1OC1CCN(C(C)=O)CC1 | 18 | -1.3 | -4 | 0 | 5 | -4 | -6 | -7
CCCN1C[C@H](C)[C@@H](OC)CN(C)C(=O)c2ccc(NC(=O)c3ccccc3F)cc2OC[C@@H]1C | 7 | 0.6 | 8 | . | -6 | . | . | .
C[C@@H]1CCCCO[C@@H](CN(C)C(=O)Cc2ccccc2)[C@@H](C)CN([C@@H](C)CO)C(=O)c2cc(NC(=O)C3CCCCC3)ccc2O1 | -3 | -0.5 | . | -2 | -26 | 0 | 11[16.7 µM] | .
CC(C)NC(=O)N1CC[C@@H]2[C@H]1c1cc(C#Cc3cccnc3)ccc1N(C)[C@@H]2CO | -1 | 2.4 | 12 | 1 | -12 | -3 | -10[16.7 µM] | -35
COc1ccc(OCc2nnc(SCC(=O)NCc3ccco3)o2)cc1 | -7 | . | 6 | -3 | . | 4 | 13 | 9
CCCC#Cc1cnc2c(c1)C(=O)N([C@@H](C)CO)C[C@@H](C)[C@@H](CN(C)C(=O)c1cccnc1)O2 | 4 | -1.3 | -8 | -1 | -4 | 2 | -8[16.7 µM] | -5
CC1=CC2(O)OCCN(CCO)C2=CC1=O (stereo unspecified) | -12 | 0.8 | 2 | -8 | 7 | 6 | 0 | 15
COc1cccc(Nc2nc3ccccc3n3nnnc23)c1 | -26 | . | -3 | -1 | . | . | 5 | -16
CN(C)c1ccc(-c2cc(O)c3ncccc3c2)cc1 | 8 | 5.6 | 6 | 3 | 8 | 1 | 0 | -3
Cc1nnsc1C(=O)NC(C)C12CC3CC(CC(C3)C1)C2 (stereo unspecified) | -15 | -2.5 | . | -1 | -8 | -4 | -1 | -14
Cc1ccc(C)c(OCC(=O)N/N=C/c2ccc(N3CCOCC3)cc2)c1 | . | -2.1 | . | 0 | 4 | -3 | -5 | 3
Cc1ccsc1C(=O)NNC(=O)c1csc(N2CCOCC2)n1 | -1 | -3.2 | 8 | -1 | 11 | -6 | . | -3
O=c1c2ccccc2oc2ncccc12 | 1 | . | . | 0 | . | 14 | -6 | 3
O=C(COC(=O)CCc1ccc(S(=O)(=O)N2CCOCC2)cc1)Nc1cccc(Cl)c1 | 8 | -1.8 | -19 | . | -2 | . | . | .
O=Cc1cccc(Oc2ncccn2)c1 | -5 | 2.1 | . | 2 | -2 | 2 | 4 | 0
CCc1noc(C)c1C(=O)Nc1nc(-c2ccc(Cl)cc2Cl)c(C)s1 | 6 | . | -6 | 3 | . | -2 | -4 | -5
N#Cc1c(NC(=O)Cn2c(=O)oc3ccccc32)oc(-c2ccccc2)c1-c1ccccc1 | 2 | . | . | 1 | -48 | -3 | -2 | -4
COc1ccc(-c2c(C)nc3c(-c4ccccn4)cnn3c2N)cc1 | . | 1.6 | -2 | -6 | -21 | 1 | -5 | -10
O=C(C1CCCCC1)N1CCN(c2nc(-c3ccc(F)cc3)cs2)CC1 | -2 | -1.4 | -9 | . | 1 | . | . | .
CCN(CC(=O)NCc1ccc(F)cc1)C(=O)Cc1c(F)cccc1Cl | -7 | 1.0 | 4 | 1 | -3 | 0 | -1 | 9
CC(C)n1ncc2c(C(=O)N3CCN(c4ccccc4)CC3)cc(-c3ccccc3)nc21 | -1 | 1.2 | -11 | 1 | -26 | 0 | . | 8
Cc1n[nH]c(=S)n1/N=C/c1ccccc1 | 11 | . | 3 | -4 | 14 | 4 | -6 | .

Further records follow.
SMILES | PGC1a acetyl inh | CFTR F508del cor | FN deposit inh | Cneo AK release | INS-1E GSIS act | PglD inh | miR-122 sensor | Statin myotox sup
Cc1cc(C(=O)COc2ccccc2C#N)c(C)n1C1CC1 | -28 | 1.4 | -3 | 1 | 2 | -5 | . | -4
CC(=O)c1ccc(OCCCC(=O)OCC(=O)Nc2ccc3[nH]c(=O)[nH]c3c2)cc1 | . | -0.7 | -3 | . | 0 | . | . | 4
CO[C@@H]1CC[C@H]2CCOc3c(C#N)cccc3C(=O)N(C)C[C@H](C)C(=O)N(C)C[C@@H]1O2 | 0 | -2.6 | -6 | 0 | 1 | 0 | . | 16
COc1ccc(NC(=O)c2ccc(N(C)S(C)(=O)=O)cc2)cc1OC | 8 | . | 9 | -4 | 16 | 1 | -2 | -15
CC(C)c1ccc(/C=N/NC(=O)c2cccc(S(=O)(=O)N3CCOCC3)c2)cc1 | -3 | 1.7 | 4 | 4 | 2 | 2 | -9 | -12
O=Cc1c(Nc2cccc(C(F)(F)F)c2)nc2ccccn2c1=O | -1 | -0.6 | -1 | 2 | 9 | -3 | 4 | -11
O=[N+]([O-])c1cccc(-n2nncc2-c2ccccc2)c1 | . | 3.2 | 3 | -2 | 15 | -1 | -7 | 5
CC(=O)N1CCN(c2ccc(NCc3ccc(-c4ccc(Br)cc4)o3)cc2)CC1 | . | 2.8 | 6 | 0 | -9 | -2 | . | -1
Cc1cc2c(c(=O)n1CCc1ccccc1)C(C(C)C)C(C#N)=C(N)O2 (stereo unspecified) | -14 | . | 2 | -1 | . | -1 | -2 | -26
COc1ccc2c3c(n(C)c2c1)[C@@H](CO)N(C(=O)Nc1ccc(F)cc1)CC31CN(C(=O)CN2CCOCC2)C1 | -3 | 0.1 | 7 | . | -19 | . | . | .
Cc1ccc(NC(=O)C2OCCc3ccccc32)cc1Cl (stereo unspecified) | 7 | -4.0 | -2 | -2 | . | 1 | -7 | 2
COc1ccc(-n2ccnc2SCC(=O)NCc2ccccc2)c(OC)c1 | -4 | 2.8 | 2 | -1 | 15 | 1 | 0 | -3
CNc1nc(N)c([N+](=O)[O-])c(Nc2cccc(F)c2)n1 | 0 | 0.0 | -1 | 1 | 9 | -5 | -2 | .
CCOC(=O)C1CCN(Cc2coc3ccc(Cl)cc3c2=O)CC1 | -3 | . | -12 | -1 | 16 | -5 | -2 | -23
CN(C)CCSc1nc(-c2ccccc2)nc2c1COC(C)(C)C2 | -4 | . | -4 | 0 | 2 | -1 | -10 | -2
CCCCNC(=O)/C=C/c1ccc(S(=O)(=O)Nc2ccc(OC)cc2)cc1 | -8 | -6.0 | -16 | -2 | -11 | -4 | 2 | -11
COc1ccc(Cc2nc3ccc(C(=O)N4CCCN(C=O)CC4)cc3o2)cc1 | -4 | 0.0 | 7 | -2 | 10 | -5 | -1 | -1
CCNC(=O)C[C@H]1CC[C@@H]2[C@@H](COc3ccc(NC(=O)c4ccc(F)cc4)cc3C(=O)N2C)O1 | -2 | 0.2 | 0 | 6 | -2 | 0 | 0[16.7 µM] | 2
O=C1CCCCCN1C(=O)c1ccc(C(=O)N2CCCCCC2=O)cc1 | 1 | . | . | 0 | 3 | -1 | -3 | 26
CN1C(=O)c2cc(NC(=O)Nc3ccccc3)ccc2OC[C@H]2O[C@@H](CC(=O)NC3CCC3)CC[C@H]21 | -3 | -1.8 | -4 | -2 | -10 | -1 | -6[16.7 µM] | 5
Brc1ccc2[nH]c3c(NCc4ccccn4)ncnc3c2c1 | 14 | -2.6 | 2 | 1 | -20 | 3 | 10 | .
CCN(CC(=O)NCCCN1CCOCC1)S(=O)(=O)c1ccc(F)cc1 | 1 | 0.2 | -1 | 1 | 15 | 5 | -4 | -5
C[C@H](CO)N1C[C@H](C)[C@@H](CN(C)Cc2ccc(C(=O)O)cc2)Oc2c(NS(=O)(=O)c3ccccc3)cccc2C1=O | 6 | -0.1&0.8 | 6&6 | 2 | 23&21 | -3 | -7 | 7
COc1ccc(S(=O)(=O)N2CCC(C(=O)NCc3cccs3)CC2)cc1 | -19 | -0.5 | . | 3 | -12 | -1 | 2 | 5
Cc1ccc(-c2nnn(CC(=O)N(c3cccc(F)c3)C(C(=O)NC3CCCC3)c3ccco3)n2)o1 (stereo unspecified) | -28 | -3.7 | . | 2 | -1 | 4 | -1 | -9

(cont.)
SMILES | PGC1a acetyl inh | CFTR F508del cor | FN deposit inh | Cneo AK release | INS-1E GSIS act | PglD inh | miR-122 sensor | Statin myotox sup
Cn1cnnc1SCC(=O)NCc1cccc(C(F)(F)F)c1 | 7 | -1.2 | . | 2 | -12 | 1 | -5 | 0
CCOC(=O)C1(C)CCCCN1C(=O)c1ccc(N(C)C)cc1 (stereo unspecified) | 8 | 0.0 | -3 | 2 | 2 | 0 | 0 | -5
FC(F)(F)c1cccc(Sc2cc(C(F)(F)F)nc(-c3ccccn3)n2)c1 | -8 | . | -16 | 6 | . | 0 | 4 | .
COc1cccc(S(=O)(=O)Nc2cccnc2)c1 | -1 | . | 3 | 10 | 17 | . | 7 | -11
COC(=O)c1cnc(Nc2nc(C(N)c3ccccc3Cl)cs2)nc1C(F)(F)F (stereo unspecified) | -11 | 3.7 | -3 | -12 | . | 1 | 1 | 0
CNC(=O)Nc1cc(NC(=O)NC)cc(C(F)(F)F)c1 | -3 | -0.8 | -1 | 0 | -9 | 3 | 1 | .
CCc1nnc(NC(=O)CSc2nc3ccccc3c(=O)n2CCCOC)s1 | -6 | . | . | -2 | . | 2 | -2 | -8
COc1ccc(S(=O)(=O)Nc2ccc3c(c2)C(=O)N([C@H](C)CO)C[C@@H](C)[C@H](CN(C)S(C)(=O)=O)O3)cc1 | -4 | -2.0 | . | 1 | 7 | 3 | -3[16.7 µM] | .
CCN1CCCC(CO)(Cc2ccccc2)C1 (stereo unspecified) | 1 | -1.6 | 3 | . | -6 | . | . | .
O=C(NCc1ccccc1)/C(=C\c1ccc([N+](=O)[O-])cc1)NC(=O)c1ccco1 | 2 | -1.0 | . | -2 | -13 | -2 | 3 | 10
CCOc1ccc(C(=O)Nc2c3c(nn2-c2ccc(F)cc2)CS(=O)C3)cc1 (stereo unspecified) | -8 | . | . | -1 | . | 0 | 2 | 15
COc1ccc(NC(NC(=O)c2ccc(OC)cc2)C(Cl)(Cl)Cl)cc1 (stereo unspecified) | 9 | . | -1 | 2 | . | -10 | -4 | 20
Cc1cc(C(=O)OCC(=O)Nc2nccs2)c2ccccc2n1 | -1 | -1.5 | 5 | 1 | . | -3 | 0 | -3
COc1cc2sc(-c3ccc(S(C)(=O)=O)cc3)c(-c3ccc4c(c3)OCO4)c2cc1OC | 1 | 2.5 | 7 | 0 | -8 | 1 | 0 | -59

4 entries from above in a different format:
molecule	PGC1a acetyl inh	CFTR F508del cor	FN deposit inh	Cneo AK release	INS-1E GSIS act	PglD inh	miR-122 sensor	Statin myotox sup
Cc1cc(C(=O)OCC(=O)Nc2nccs2)c2ccccc2n1	-1	-1.5	5	1	.	-3	0	-3
FC(F)(F)c1cccc(Sc2cc(C(F)(F)F)nc(-c3ccccn3)n2)c1	-8	.	-16	6	.	0	4	.
Cn1cnnc1SCC(=O)NCc1cccc(C(F)(F)F)c1	7	-1.2	.	2	-12	1	-5	0
COc1cccc(S(=O)(=O)Nc2cccnc2)c1	-1	.	3	10	17	.	7	-11

Compound activity (PubChem BioAssay)
